Assay outcomes as filed in PubChem.
MC4R antag cAMP: antagonists of human melanocortin 4 receptor (MC4R). P32245. MC4R-expressing cells, MTII-stimulated cAMP, LANCE TR-FRET. 360,000 compounds, 0.48% hits. inhibition, % at 6.5 µM;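 active means inhibition above its plate's cutoff, the mean of tested wells on that plate plus 3 SD, cut at about 29% in these data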;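 further: 0% = Melanotan II alone and 100% = Melanotan II plus saturating MCL0020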
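Assay system: U2OS cells stably expressing human melanocortin 4 receptor (MC4R) / Dosing: 6.5 µM / Timing: compound 30 min, challenge 1 h, detection 1 h / Measured by: Eu-cAMP/anti-cAMP TR-FRET, emission 671 nm / Replicates: singlicate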
CaV13 FRET inh: Disruptors of the CACNA1D IQ motif to Ca2+-dependent inactivation inhibitor domain association, primary screening, Förster resonance energy transfer in intact living … | 340,000 compounds, 0.098% hits | AID 743397 | inhibition, % at 12.3 µM | HEK cells, CFP/YFP FRET ICDI-IQ, plate reader, 10 min; percent FRET-ratio fall versus neutral wells;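 active means mean replicate inhibition of at least 30% and at least 1% of replicates passing that level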;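 further: 0% = median of the neutral control wells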
PDI turbidity: blocks human protein disulfide isomerase activity. P07237. PDI insulin aggregation turbidity, A650, 90 min. inhibition, % at 10 µM. 350,000 compounds, 0.052% hits. AID 588391;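 active means mean inhibition across replicates of 30% or more, whatever share of single replicates reach that level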;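 further: absorbance from insulin aggregation driven by PDI reduction with DTT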
aDG glyco up: increases alpha dystroglycan glycosylation; activation, % at 10 µM; AID 624168; Pro5-aDG cells, alpha-DG glycosylation AlphaScreen (IIH6); 0% Pro5, 100% B10-LARGE cell signal; 360,000 compounds, 0.22% hits;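 active means activation of at least 8% versus controls, or a plate z-score of at least 8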;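 further: Pro5 are CHO cells carrying HIG-tagged alpha-DG that lacks glycosylation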
Vif inh: blocks HIV Vif function. HEK293T cells, Vif self-association by quenched fluorescence, imaging, 24 h. inhibition, % at 7.49 µM. 340,000 compounds, 0.35% hits; in the data active means inhibition above about 50%, passing the limit was not always enough; further: some results filed as inactive read as strong as hits
N-glyco inh: N-linked glycosylation inhibition; D54 ERlucT glycosylation luciferase reporter, 24 h; percent of 100 nM tunicamycin response; reporter increase, % at 12.5 µM; 360,000 compounds, 0.23% hits; AID 588692;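 active means mean luciferase reporter signal, scaled so untreated is 0 and the glycosylation-blocking control 100, at or above a set limit in every replicate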;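 further: luciferase carries N-glycosylation sites so blocking glycosylation raises the light; 0% = median of neutral control wells and 100% = median of 100 nM tunicamycin wells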
H9c2 protect: protects H9c2 cardiomyocytes from peroxide injury | H2O2 injury protection, ATPLite, 2 h | protection from H2O2 cell death, % at 20 µM | 360,000 compounds, 0.63% hits | AID 588492;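 active means compounds giving at least 50% protection of heart cells from peroxide-induced death in the single-dose screen, raw or plate-pattern-corrected value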;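 further: 0% = DMSO wells with peroxide and 100% = DMSO wells without peroxide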
ABCB6 inh 2: blocks the human ABCB6 transporter; 360,000 compounds, 0.19% hits; Q9NP58; K562-ABCB6 porphyrin accumulation, flow cytometry, 1 h; stronger effect = lower value; fluorescence ratio to DMSO, % at 10 µM;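 active means fluorescence ratio to DMSO below 75%, the collection mean minus 3 SD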;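 further: signal is porphyrin accumulated inside mitochondria; 100% equals median channel fluorescence of DMSO control wells; lower ratio means ABCB6 inhibition with less porphyrin fluorescence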
Target sequence (Q9NP58 whole entry, looked up): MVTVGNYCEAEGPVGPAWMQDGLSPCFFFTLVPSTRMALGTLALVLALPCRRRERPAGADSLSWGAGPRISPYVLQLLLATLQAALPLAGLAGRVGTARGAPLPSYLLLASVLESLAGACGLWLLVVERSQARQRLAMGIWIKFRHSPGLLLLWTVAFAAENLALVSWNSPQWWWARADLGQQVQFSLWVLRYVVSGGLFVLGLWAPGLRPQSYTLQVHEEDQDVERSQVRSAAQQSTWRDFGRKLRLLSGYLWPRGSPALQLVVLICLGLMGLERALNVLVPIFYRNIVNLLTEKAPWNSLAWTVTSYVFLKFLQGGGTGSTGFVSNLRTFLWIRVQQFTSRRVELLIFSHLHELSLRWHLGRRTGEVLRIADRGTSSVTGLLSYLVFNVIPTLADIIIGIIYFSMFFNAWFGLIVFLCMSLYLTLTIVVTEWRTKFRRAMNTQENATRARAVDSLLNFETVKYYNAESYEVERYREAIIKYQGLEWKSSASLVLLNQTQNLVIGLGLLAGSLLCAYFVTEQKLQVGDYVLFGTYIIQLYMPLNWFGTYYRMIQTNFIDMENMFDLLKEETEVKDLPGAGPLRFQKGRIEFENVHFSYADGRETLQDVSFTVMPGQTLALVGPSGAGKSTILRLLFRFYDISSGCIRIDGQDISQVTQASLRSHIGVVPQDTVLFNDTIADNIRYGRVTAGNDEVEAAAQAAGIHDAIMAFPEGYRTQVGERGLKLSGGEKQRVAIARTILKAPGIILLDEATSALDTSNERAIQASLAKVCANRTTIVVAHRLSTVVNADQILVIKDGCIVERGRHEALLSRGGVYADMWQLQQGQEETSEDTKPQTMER
MC4R barr agon: activates human MC4R beta-arrestin recruitment | P32245 | U2OS MC4R beta-arrestin complementation, luminescence; percent of melanotan II response, DMSO zero | activation, % at 8.9 µM | 360,000 compounds, 0.98% hits | AID 540308;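 active means activation above a per-plate cutoff, the mean activation of sample wells on that plate plus 3 SD, cut at about 8% in these data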
HTR2A ag: mouse HTR2A agonism via beta-arrestin recruitment. CHO-K1 mHTR2A beta-arrestin complementation, luminescence; percent of 30 µM serotonin response. activation, % at 7.6 µM. 360,000 compounds, 0.66% hits. AID 624169;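 active means activation above a run cutoff, the mean activation of all tested compounds plus 3 SD, cut at about 14% in these data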;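 further: 0% = plate median of compound wells and 100% = 30 µM serotonin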
Starred values were filed as active, the others as inactive; i = inactive; . = not tested or not shown.

SMILES	MC4R antag cAMP	CaV13 FRET inh	PDI turbidity	aDG glyco up	Vif inh	N-glyco inh	H9c2 protect	ABCB6 inh 2	MC4R barr agon	HTR2A ag
Cc1ccc(-n2cccc2/C=C2\C(=N)N3N=C(c4ccco4)SC3=NC2=O)cc1	-2	-2	3	-0.2	1	0	-5	98	-1.7	-2
CN(C)c1ccnc(-n2cccc2/C=N/O)c1C#N	5	-5	8	-0.2	9	0	0	101	1.4	4
CC1(C(=O)Nc2cccc(OC(F)(F)F)c2)Cc2c(-c3ccc4c(c3)OCO4)ccnc2O1 (stereo unspecified)	-10	-5	7	-0.3	-10	11	-11	98	2.0	-1
O=C(c1ccccc1F)N1CCC(N2CCCCCC2)CC1	4	-5	3	0.0	1	1	-5	99	-0.1	-1
CCN1C(=O)/C(=C2\SC(N3CCOCC3)=NC2=O)c2ccccc21	6	-4	3	0.0	-8	5	0	95	-0.6	4
Cc1ccc(C)c(NC(=O)C2Cc3ccccc3CN2C(=O)OCc2ccccc2)c1 (stereo unspecified)	-1	-3	-1	0.2	.	-2	-1	96	-1.8	1
C=C(C)CSc1nc2sc3c(c2c(=O)n1-c1ccccc1)CCN(C)C3	4	-3	-11	-0.1	-20	0	3	102	-0.6	0
O=S(=O)(c1ccccc1)N1N=C(c2ccc(O)cc2)CC1c1ccco1 (stereo unspecified)	2	-6	38*	-0.3	-11	-2	-7	94	1.4	-6
O=C1NC(=S)N/C1=C/c1cc2c(cc1[N+](=O)[O-])OCO2	7	-21	2	0.1	-4	-4	0	101	-2.1	12
COCCn1nnnc1C(c1ccccc1)N1CCN(C)CC1 (stereo unspecified)	5	-1	-13	1.6	-2	-1	-3	97	-0.3	-5
COCCCNC(=O)c1csc([C@@H]2C[C@H](O)[C@@H](CO)O2)n1	5	-6	3	-0.1	14	2	1	100	-0.5	10
O=C(c1cc(S(=O)(=O)N2CCCCC2)ccc1N1CCOCC1)N1CCN(Cc2ccccc2)CC1	2	7	-3	-0.6	-5	0	13	94	-3.8	2
O=C(O)c1ccc(S(=O)(=O)c2ccc(Sc3ccc(C(=O)O)c(C(=O)O)c3)cc2)cc1	-2	-4	-12	0.1	.	2	-8	100	-1.9	5
Cc1ccc(CNCC(=O)Nc2ccc(N3CCOCC3)cc2)cc1	-3	-4	-7	0.1	11	2	3	97	6.1	-3
CCc1ccc(N(C(=O)c2csnn2)C(C(=O)NC(C)(C)C)c2cccnc2)cc1 (stereo unspecified)	1	-5	4	-0.3	1	0	4	104	-4.4	5
COc1cccc(CNc2ccc(S(N)(=O)=O)cc2)c1OC	9	.	4	-0.1	13	-2	-3	98	-0.1	3
Clc1cc2c(nn1)Nc1ccccc1S2	-26	-5	-3	0.1	-10	7	-4	97	3.7	-3
Cc1ccc(OCc2n[nH]c(=S)n2-c2ccc(C)cc2)cc1	7	3	10	1.1	-5	1	-1	102	-1.5	-3
O=C(O)C1CCCN(S(=O)(=O)c2cccs2)C1 (stereo unspecified)	1	-8	5	-0.1	0	0	-5	102	0.1	0
O=C(O)CCCCCNC(=O)CCn1cnc2ccccc2c1=O	10	-4	5	-0.1	-20	2	2	95	-2.1	-1
O=C(CCc1nnc2ccc(N3CCC4(CC3)OCCO4)nn12)Nc1ccc(F)cc1	10	-6	8	0.0	-5	1	1	100	-0.8	2
C/C(N)=C(/C#N)C(=O)CSc1nnc(-c2ccc3c(c2)OCO3)o1	5	-9	0	-0.2	-5	-18	2	106	-1.8	-3
COc1ccc(/C=C/C(=O)c2ccc3ccccc3c2O)cc1CN1CCOCC1	13	-6	2	-0.2	-3	6	8	99	0.4	-3
CCN(Cc1nc2ccccc2c(=O)[nH]1)Cc1nc2cc(OC)c(OC)cc2c(=O)[nH]1	6	-6	-1	0.3	3	5	22	98	-2.2	0
O=c1[nH]c2cc3ccccc3cc2nc1C(F)(F)F	6	-49	3	0.0	-6	3	34	94	6.4	-1

Two of these compounds in a different format.
Cc1ccc(-n2cccc2/C=C2\C(=N)N3N=C(c4ccco4)SC3=NC2=O)cc1
  MC4R antag cAMP: -2
  CaV13 FRET inh: -2
  PDI turbidity: 3
  aDG glyco up: -0.2
  Vif inh: 1
  N-glyco inh: 0
  H9c2 protect: -5
  ABCB6 inh 2: 98
  MC4R barr agon: -1.7
  HTR2A ag: -2

CN(C)c1ccnc(-n2cccc2/C=N/O)c1C#N
  MC4R antag cAMP: 5
  CaV13 FRET inh: -5
  PDI turbidity: 8
  aDG glyco up: -0.2
  Vif inh: 9
  N-glyco inh: 0
  H9c2 protect: 0
  ABCB6 inh 2: 101
  MC4R barr agon: 1.4
  HTR2A ag: 4

Single entries from the results shown:
COCCn1nnnc1C(c1ccccc1)N1CCN(C)CC1 (stereo unspecified) | MC4R barr agon = -0.3
C/C(N)=C(/C#N)C(=O)CSc1nnc(-c2ccc3c(c2)OCO3)o1 | MC4R barr agon = -1.8
Cc1ccc(CNCC(=O)Nc2ccc(N3CCOCC3)cc2)cc1 | PDI turbidity = -7
Cc1ccc(OCc2n[nH]c(=S)n2-c2ccc(C)cc2)cc1 | PDI turbidity = 10

4 consecutive compounds already listed, quoted:
SMILES	MC4R antag cAMP	CaV13 FRET inh	PDI turbidity	aDG glyco up	Vif inh	N-glyco inh	H9c2 protect	ABCB6 inh 2	MC4R barr agon	HTR2A ag
C/C(N)=C(/C#N)C(=O)CSc1nnc(-c2ccc3c(c2)OCO3)o1	5	-9	0	-0.2	-5	-18	2	106	-1.8	-3
COc1ccc(/C=C/C(=O)c2ccc3ccccc3c2O)cc1CN1CCOCC1	13	-6	2	-0.2	-3	6	8	99	0.4	-3
CCN(Cc1nc2ccccc2c(=O)[nH]1)Cc1nc2cc(OC)c(OC)cc2c(=O)[nH]1	6	-6	-1	0.3	3	5	22	98	-2.2	0
O=c1[nH]c2cc3ccccc3cc2nc1C(F)(F)F	6	-49	3	0.0	-6	3	34	94	6.4	-1

(more compounds)
SMILES	MC4R antag cAMP	CaV13 FRET inh	PDI turbidity	aDG glyco up	Vif inh	N-glyco inh	H9c2 protect	ABCB6 inh 2	MC4R barr agon	HTR2A ag
O=[N+]([O-])c1cc(Br)c(Nc2ccccc2)c([N+](=O)[O-])c1	-55	-3	-5	-0.3	.	17	-3	98	-4.1	0
O=C(COC(=O)/C=C/c1ccc([N+](=O)[O-])cc1)Nc1ccc2[nH]c(=O)[nH]c2c1	-1	-5	-2	-0.1	1	-1	5	93	-2.8	10
CCCCN(CC)c1nc(N)c(C#N)c(CC#N)c1C#N	-25	-5	-3	-0.2	19	-1	20	95	-1.9	-1
CN1CCN(C(=S)c2ccc(Cl)cc2)CC1	6	-5	1	-0.1	25	3	2	96	-0.5	1
CCOC(=O)N1CCN(c2ccccc2OC)CC1	4	-6	2	0.0	-2	1	4	98	-0.8	2
CC1(C)CC(=O)C2=C(C1)N(c1ccc(F)cc1)C(=O)CC2c1ccccc1 (stereo unspecified)	8	-4	-4	0.4	1	-2	11	97	1.2	-6
COc1ccccc1-c1noc(CCC(=O)Nc2ccccc2Cl)n1	-2	-9	-2	0.1	.	4	0	97	-2.8	4
CC(OC(=O)CCN=C1NS(=O)(=O)c2ccccc21)C(=O)c1ccccc1 (stereo unspecified)	10	-5	2	-0.2	2	4	1	88	-0.8	1
c1ccc(CN2CCN(C(c3ccccc3)c3nnnn3Cc3ccccc3)CC2)cc1 (stereo unspecified)	-4	.	4	0.1	-1	-6	6	94	-0.8	-7
CCOc1[nH]n(-c2ccc(Cl)cc2)c(=O)c1C=NCC(=O)OC	6	-3	7	-0.2	-8	0	7	104	-0.9	-1
CO[C@H](C(=O)N(C)C[C@@H]1OCc2ccccc2-c2c(n(C)c3ccccc23)C(=O)N([C@H](C)CO)C[C@@H]1C)c1ccccc1	-5	-7	0	-0.1	-4	1	9	98	-0.9	0
Cc1nn(Cc2noc(C(=O)NCCc3ccccn3)n2)c(C)c1Br	15	-4	13	0.3	19	1	-10	99	0.3	-3
O=C(Nc1nc2ccc(S(=O)(=O)N3CCCC3)cc2s1)c1ccco1	5	-6	-9	-0.2	0	1	0	96	0.9	0
O=C(CN1C(=O)NC2(CCCC2)C1=O)OCc1cc(=O)n2cc(Br)ccc2n1	0	-14	-5	-0.2	-3	2	12	98	1.2	6
COc1ccc(S(N)(=O)=O)cc1C(=O)OCC1CCCCC1	12	-4	-3	-0.2	2	-3	-5	95	-2.0	-7
Cc1nc(N2CCN(Cc3nc4ccccc4[nH]3)CC2)c2oc3ccccc3c2n1	13	.	11	1.0	0	0	12	i	-1.6	3
CCCCNC(=O)C1(C)CCN1C(=O)c1ccc2c(c1)CCO2 (stereo unspecified)	9	-7	6	0.0	18	0	-3	101	1.2	4
C=CCNS(=O)(=O)c1ccc(OC)c(C)c1	8	-5	-9	0.0	3	1	1	100	-1.9	-3
CCOC(=O)C1=C(O)/C(=C\c2cc(C)n(-c3ccc(F)cc3)c2C)N=C1C	3	-4	1	-0.1	-1	-3	-1	105	-1.7	-1
N/C(=N\N=C/c1ccc(F)cc1)N/N=C\c1ccc(F)cc1	15	-16	9	0.1	26	-5	-18	102	-0.5	-3
CCN(CC(=O)Nc1ccc(NC(C)=O)cc1)S(=O)(=O)/C=C/c1ccccc1	-2	-6	-2	0.2	-2	0	-6	99	-1.8	10
COc1ccc(OC)c(S(=O)(=O)N2CCCC(C(=O)N3CCCC3)C2)c1 (stereo unspecified)	0	-6	3	-0.3	1	3	-1	93	2.4	2
Cc1c(Cl)cccc1NC(=O)CNC(=O)c1ccccc1F	4	-3	-8	0.0	-3	-4	4	100	2.3	0
CN(C(=O)c1ccc(Br)cc1)C1CCS(=O)(=O)C1 (stereo unspecified)	-2	-7	-7	0.2	-7	-1	7	96	-1.0	2
COc1ccc(NC(=O)COC(=O)Cc2c(F)cccc2Cl)cc1OC	12	-6	-12	1.7	-1	-1	-21	92	2.1	1
Cc1c(CN(C)C(=O)c2ccc(Br)o2)cnn1C	-1	-6	6	0.0	-7	0	2	100	-1.1	3
CC(=O)Nc1ccc(S(=O)(=O)NC2CC(=O)N(c3ccc4c(c3)OCCO4)C2)cc1 (stereo unspecified)	2	-1	7	0.1	9	2	8	104	-0.4	1
